Tb PYK inh: T. brucei pyruvate kinase inhibition. TbPYK enzyme, Kinase-Glo Plus ATP luminescence, 45 min. Potency, µM (series often up to 76.8 µM), for the others: top-dose activity, negative = inhibition, actives largely listed as inhibitors. hit rate 0.12% among 410,000. AID 624173; also: potency is read from the fitted curve at half-maximal effect; % is scaled to controls: 0 for no effect and ±100 for the full control effect; nearly all actives have a fitted effect of over 50% in size
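TbPYK + substrate in 50 mM TEA pH 7.2, 100 mM KCl, 10 mM MgCl2, 0.05% BSA, 0.01% Tween-20; cpd pinned; ADP 130 uM final; 45 min RT; Kinase-Glo Plus 10 min; luminescence endpoint.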
HCV inhibitor: inhibitors of hepatitis C virus infection; Potency, µM (series often up to 41.8 µM), inactives show top-dose activity change, negative = inhibition, actives largely listed as inhibitors; Huh7.5.1 HCVcc-Cre infection, luciferase reporter, 44 h; hit rate 3.4% among 340,000; also: potency is read from the fitted curve at half-maximal effect; % is scaled to controls: 0 for no effect and ±100 for the full control effect
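A cell-based infection assay in which seeded cells (1,000 per well) receive test compound after 4 h, are inoculated with HCVcc-Cre at approximately 0.5 moi, and are incubated 44 h before luminescence detection.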
Pf growth 96h: P. falciparum growth inhibition at 96 hour, primary screen for plastid delayed-death inhibitors; P. falciparum luciferase reporter growth, 96 h; Potency, µM (series often up to 28.7 µM), for inactives: at the top dose activity change, negative = inhibition, hits mostly inhibitors; hit rate 6.9% among 320,000; AID 504834; also: potency is read from the fitted curve at half-maximal effect; % is scaled to controls: 0 for no effect and ±100 for the full control effect
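Readout is luminescence from an integrated firefly luciferase in P. falciparum. Red cells, 2% hematocrit and 0.05% parasitemia final, were cultured with compound through two parasite generations (96 hours) at 37 C, 5% CO2.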
Pf growth 48h: P. falciparum growth inhibition at 48 hours (one generation). AID 504832. Potency, µM (titrated, usually from 28.7 µM), for the others: at the top dose activity change, negative = inhibition, usual class: inhibitors. P. falciparum luciferase growth in erythrocytes, 48 h. hit rate 5.9% among 310,000; also: potency is read from the fitted curve at half-maximal effect; % is scaled to controls: 0 for no effect and ±100 for the full control effect
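Parasite viability was followed by luminescence of a genomically integrated firefly luciferase. Cultures held 0.1% parasitemia at 2% hematocrit (final), incubated under 5% CO2 at 37 C.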
LmPK inhibitor: inhibitors of Leishmania mexicana pyruvate kinase; Q27686; purified LmPK, Kinase-Glo ATP luminescence, 1 h; Potency, µM (highest dose often 57.5 µM), for the others: at the top dose activity change, negative = inhibition, actives largely listed as inhibitors; hit rate 0.37% among 290,000; also: potency is read from the fitted curve at half-maximal effect; % is scaled to controls: 0 for no effect and ±100 for the full control effect
Target sequence (Q27686 whole entry, looked up): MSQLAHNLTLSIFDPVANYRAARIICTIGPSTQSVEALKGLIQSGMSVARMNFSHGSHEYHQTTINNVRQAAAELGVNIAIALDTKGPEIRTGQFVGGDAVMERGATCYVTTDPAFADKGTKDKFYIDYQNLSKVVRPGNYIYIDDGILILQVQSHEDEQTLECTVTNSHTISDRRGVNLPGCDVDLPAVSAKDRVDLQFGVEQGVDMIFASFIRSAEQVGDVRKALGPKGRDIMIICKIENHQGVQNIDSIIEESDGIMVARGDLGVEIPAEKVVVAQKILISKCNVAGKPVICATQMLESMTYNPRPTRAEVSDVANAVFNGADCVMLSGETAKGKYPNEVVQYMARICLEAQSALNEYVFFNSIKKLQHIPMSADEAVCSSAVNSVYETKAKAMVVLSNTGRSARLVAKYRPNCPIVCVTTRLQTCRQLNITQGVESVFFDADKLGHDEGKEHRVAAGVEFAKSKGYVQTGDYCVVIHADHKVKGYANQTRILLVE
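In 50 mM imidazole pH 7.2 with 7 mM MgCl2, LmPK (0.1 nM) turned over PEP (0.5 mM) and ADP (0.1 mM) for 1 h at room temperature. Luciferase read-out of ATP.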
Cycloheximide cs: affects cycloheximide protein synthesis inhibition readout, counter-screen; cell reporter, cycloheximide protein synthesis inhibition counterscreen; max response, %; hit rate 12% among 300,000; AID 2314; in the data active = max response mostly above about 13%, no sharp cut-off; inactive = mostly below about 14%; also: read at 38.3 µM for the half of the compounds with a filed dose; 0% is about no effect
Shiga inhibitor: blocks Shiga toxin action in Vero cells | hit rate 9.2% among 290,000 | Vero cells, Shiga toxin protein synthesis inhibition reporter | inhibition, % at 38.7 µM; in the data active = inhibition mostly above about 28%, no sharp cut-off; inactive = mostly below about 43%; also: 0% is about no effect
* = called active by the depositor; ? = inconclusive; / = no result given; + = active, no number; & = joins results of further samples; [ ] = remark or other dose. Unless noted, calls follow the shape of the dose curve; as a rule, active = well fitted curve in the direction sought with a large enough effect; inconclusive = small, poorly fitted or top-dose-only effect, or another doubt; inactive = no such curve, though single readings can be large; an effect the other way counts as inactive or inconclusive.

SMILES	Tb PYK inh	HCV inhibitor	Pf growth 96h	Pf growth 48h	LmPK inhibitor	Cycloheximide cs	Shiga inhibitor
O=C(Cn1nnc(-c2cccs2)n1)NCc1ccccc1	4%	29%	5%	1%	-2%	21	16
O=C(Nc1ccccc1C(F)(F)F)NC1CCCCCCC1	1%	1%	?	/	-1%	16	26
CCN(CC)C(=O)c1cc2sc3ccccc3c2s1	-6%	?	-20%	129%[activator]	-4%	71*	106*
O=C(c1ccco1)N1CCN(C(=O)c2ccc(CS(=O)c3ccc(Cl)cc3)o2)CC1 (stereo unspecified)	-4%	19%	?	8%	-10%	-13	-14
O=C(Nc1cccc(C(F)(F)F)c1)c1cccnc1	3%	-4%	/	22%	5%	1	-6
CCCCOC(=O)N1CCOCCOCCOCCOCC1	-4%	8%	110%[activator]	36%	-4%	-2	-8
COc1ccc(O)c(C2NC(CC(C)C)(C(=O)O)C3C(=O)N(Cc4ccccc4)C(=O)C23)c1 (stereo unspecified)	4%	-5%	89%[activator]	23%	1%	8.5*	-7
COc1ccc(COC[C@H](C)[C@H](O)[C@@H](C)[C@H]2OC(=O)[C@@H]2C)cc1	-2%	35%[activator]	/	/	/	10	-8
O=C(O)CC1(CC(=O)NCc2ccccn2)CCCCC1	-20%	10%	36%[activator]	-4%	5%	1	-5
Cc1ccc(OCC(O)Cn2c(N)nc3c2c(=O)n(C)c(=O)n3C)cc1 (stereo unspecified)	-1%	-9%	235%[activator]	31%[activator]	-7%	-5	-30
CNc1nnc(CSc2nc3ccccc3s2)s1	-10%	-4%	0%	60%[activator]	-2%	22*	84*
Cc1ccc2nc(N3CCN(C(=O)CCC(=O)O)CC3)nc(-c3ccccc3)c2c1	-3%	-1%	?	-12%	1%	-4	-4
CC1CCc2c(sc3ncnc(N4CCOCC4)c23)C1 (stereo unspecified)	-14%	-26%	116%[activator]	?	-12%	-2	-15
COc1ccc(NC(=O)c2cc(S(=O)(=O)N3CCOCC3)cn2C)cc1Cl	-5%&2%	-7%	11%	9%	7%	-1	8
CCCNC(=O)CN(C1CCCCC1)S(C)(=O)=O	4%	3%	?	22%	-1%	1	-3
CCc1ccc(-c2nc(SCC(=O)c3c(N)n(C4CC4)c(=O)[nH]c3=O)n[nH]2)cc1	1%	0%	70%[activator]	75%[activator]	/	/	/
Cc1ccc(NC(=O)C2C3C=CC4(CN(Cc5cccnc5)C(=O)C24)O3)cc1F (stereo unspecified)	-1%	16%	?	10%	0%	2	21
CCCc1cc2c(cc1NC(=O)c1ccccc1Cl)OCO2	2%	?	?	-25%	-1%	5	19
CCOC(=O)/C(N=Nc1sc(C(=O)OCC)c(C)c1C(=O)OCC)=C(\C)O	/	-24%	1%	-1%	1%	-1	-9
CCc1nc(N[C@@H](CC(C)C)C(=O)O)c2oc3ccccc3c2n1	-4%	-8%	12%	0%	-5%	-3	-3
CC(C)(C)OC(=O)NC(CCNC=C1C(=O)OC(C)(C)OC1=O)C(=O)O (stereo unspecified)	-2%	-22%	8.3µM*	23%	-5%	-1	-13
Cc1nn(Cc2ccc(Cl)c(Cl)c2)c(C)c1NC(=O)c1cc(-c2ccco2)on1	-11%	?	58%[activator]	?	5%	3	7
Cc1ccc2c(c1Cl)NC(C(=O)O)C1CC(Sc3ccccc3[N+](=O)[O-])C(Cl)C21 (stereo unspecified)	-17%	-2%	11%	2%	-9%	-1	-4
O=C1c2cccc3c(O)ccc(c23)C(=O)N1c1ccc(Cl)cc1	-6%	3%	14%	/	-1%	105*	+

Entries of single compounds from above. Order of values: Tb PYK inh | HCV inhibitor | Pf growth 96h | Pf growth 48h | LmPK inhibitor | Cycloheximide cs | Shiga inhibitor
CC1CCc2c(sc3ncnc(N4CCOCC4)c23)C1 (stereo unspecified) is listed as -14% | -26% | 116%[activator] | ? | -12% | -2 | -15
Cc1ccc(NC(=O)C2C3C=CC4(CN(Cc5cccnc5)C(=O)C24)O3)cc1F (stereo unspecified) is listed as -1% | 16% | ? | 10% | 0% | 2 | 21

Further structures follow.
SMILES	Tb PYK inh	HCV inhibitor	Pf growth 96h	Pf growth 48h	LmPK inhibitor	Cycloheximide cs	Shiga inhibitor
CSCCC(NC(=O)c1ccccc1Cl)C(=O)N(C)Cc1cccs1 (stereo unspecified)	4%	0%	8%	-25%	-4%	-2	-2
CCCC(=O)n1nc(NCc2ccc(OC)cc2)nc1NCc1ccc(OC)cc1	-5%	-21%	27%[5.75 µM]	-11%	2%	-2	-1
Cc1nn(Cc2ccccc2)c(Cl)c1C(=O)NCc1ccco1	-2%	-12%	0%	?	1%	10	-2
CCOC(=O)c1c(C=O)c(C)n(Cc2ccccc2Cl)c1C	-1%	?	/	3.3µM*	1%	10	11
O=C(COc1ccc(Br)cc1)NCc1ccccn1	4%	7%	23%	/	-12%	-3	9
COc1ccc(NC(=S)N2CCCN(Cc3cccc(Cl)c3)C2)cc1	-6%	-24%	-12%	?	-2%	-4	0
CC(=O)c1cccc(NC(=O)CN2CCN(S(=O)(=O)/C=C/c3ccccc3)CC2)c1	7%	-26%	-32%	?	/	/	/
CNC(=S)Nc1ccc(OCc2ccccc2)cc1	-8%	-6%	?	41%[activator]	-6%	44*	48*
Cc1cc(C)c(NC(=S)N(CCc2ccncc2)C(C)C)c(C)c1	9%	5%	-7%	10µM*	-1%	12	-4
CCOC(=O)C/C(C)=N/NC(=O)C1CC1(c1ccccc1)c1ccccc1 (stereo unspecified)	-14%	1%	?	-12%	4%	-2	-12
CS(=O)(=O)N1CCN(C(=O)c2ccc(-c3ccccc3)cc2)CC1	-14%	-2%	?	-2%	3%	-4	8
Cc1ccc(NC(=S)NCC2CCCO2)cc1 (stereo unspecified)	-9%	18%	16%	/	3%	26	43
COc1ccc(OC)c(CNC(=O)C2CCN(S(=O)(=O)N3CCCCC3)CC2)c1	-9%&-4%	-9%	-10%	17%	-1%	2	-3
CCC(c1nnnn1CCc1ccccc1)N1CCN(C(=O)c2ccco2)CC1 (stereo unspecified)	-3%	10%	9.3µM*	-4%	0%	-5	25
CSc1nc(-c2ccco2)nn1S(=O)(=O)c1ccccc1	/	14%	6%	7%	5%	-2	-4
NS(=O)(=O)c1ccc(CCNc2nc3c(-c4cccc(F)c4)nnn3c3ccccc23)cc1	-8%	1.4µM*	-12%	-14%	-1%	1	2
Cc1[nH]n(-c2ccc([N+](=O)[O-])cc2)c(=O)c1C=NCCc1c[nH]c2ccccc12	-3%	?	-16%	4%	-15%	-2	-10
O=C(CN1CCCCC1)c1c[nH]c2ccccc12	-2%	9%	-21%	?	-2%	-1	-3
CCONC(=O)Nc1ccccc1[N+](=O)[O-]	-2%	16%	6%	-18%	-1%	0	8
Cc1ccc(C(=O)OCC(=O)Nc2cc(S(=O)(=O)N3CCOCC3)ccc2C)cc1	-10%	-12%	35%[activator]	-6%	2%	7	-8
Cc1ccc(C(=O)NCCCn2ccnc2)cc1[N+](=O)[O-]	3%	-8%	100%[activator]	54%[activator]	7%	-1	-15
CCC(C)c1ccc(S(=O)(=O)N2CCN(C(=O)COc3ccc4c(C)cc(=O)oc4c3)CC2)cc1 (stereo unspecified)	-5%	?	?	/	12%	5	-16
NC(=O)C12CCCC(Br)(CCC1)C2	1%	8%	9%	6%	-3%	-1	11
CNC(=O)Nc1cc(C(C)(C)C)no1	-25%	12%	66%[activator]	14%	5%	-1	23
O=C1NC(c2ccc(Cl)cc2Cl)Oc2ccccc21 (stereo unspecified)	3%	6%	5%	-6%	-2%	-1	-9
c1csc(-c2csc(-c3cccs3)n2)c1	1%	-6%	90%[activator]	138%[activator]	-11%	30*	118*
CCN(C(=O)c1ccc(Br)cc1)c1ccccc1	-2%	-29%	6%	-1%	-3%	-3	32
CC(C)OC(=O)Cn1nnc(-c2ccccc2)n1	-10%	8%	?	/	0%	12	-5
CC/C(O)=C1\C(=O)CC(c2ccccc2)CC1=NC(C)C (stereo unspecified)	-1%	-1%	?	?	0%	-1	-8
CC1CN(C(=O)c2cccc(S(=O)(=O)Nc3cc(Cl)ccc3Cl)c2)CC(C)O1 (stereo unspecified)	-3%	3%	-7%	-1%	2%	-5	-16
CCOC(=O)CNC(=O)N1CCc2ccc(NC(=O)c3ccccc3OC)cc2C1	1%	-2%	8%	?	8%	-2	-6
COc1ccc(C(=O)/C=C/c2ccc(OC)c(O)c2)c(F)c1	2%	14µM*	?	?	-3%	68*	61*
O=C(CC1C(=O)NCCN1CC1CCCCC1)NC1(c2ccccc2)CC1 (stereo unspecified)	5%	8%	-5%	10%	1%	1	-4
CCC(C)NC(=O)Cn1cnc2sc(C)cc2c1=O (stereo unspecified)	-7%	12%	5%	24%	-6%	-1	-1
COc1ccc(C(=O)NC2CCCc3ccccc32)cc1Br (stereo unspecified)	4%	?	?	?	8%	-2	22
Cc1ccc2oc(C(=O)N(Cc3ccc(N(C)C)cc3)C3CCS(=O)(=O)C3)c(C)c2c1 (stereo unspecified)	-12%	-11%	4.7µM*	?	-2%	16*	16
COc1cc(-c2c(-c3ccsc3)sc3ccccc23)cc(OC)c1OC	2%	-19%	?	?	/	/	/

13 compounds already listed, sorted by count of non-hydrogen atoms, smallest number first.
SMILES	Tb PYK inh	HCV inhibitor	Pf growth 96h	Pf growth 48h	LmPK inhibitor	Cycloheximide cs	Shiga inhibitor
NC(=O)C12CCCC(Br)(CCC1)C2	1%	8%	9%	6%	-3%	-1	11
CNC(=O)Nc1cc(C(C)(C)C)no1	-25%	12%	66%[activator]	14%	5%	-1	23
c1csc(-c2csc(-c3cccs3)n2)c1	1%	-6%	90%[activator]	138%[activator]	-11%	30*	118*
CC(C)OC(=O)Cn1nnc(-c2ccccc2)n1	-10%	8%	?	/	0%	12	-5
O=C1NC(c2ccc(Cl)cc2Cl)Oc2ccccc21 (stereo unspecified)	3%	6%	5%	-6%	-2%	-1	-9
CC/C(O)=C1\C(=O)CC(c2ccccc2)CC1=NC(C)C (stereo unspecified)	-1%	-1%	?	?	0%	-1	-8
COc1ccc(C(=O)NC2CCCc3ccccc32)cc1Br (stereo unspecified)	4%	?	?	?	8%	-2	22
COc1cc(-c2c(-c3ccsc3)sc3ccccc23)cc(OC)c1OC	2%	-19%	?	?	/	/	/
O=C(CC1C(=O)NCCN1CC1CCCCC1)NC1(c2ccccc2)CC1 (stereo unspecified)	5%	8%	-5%	10%	1%	1	-4
CC1CN(C(=O)c2cccc(S(=O)(=O)Nc3cc(Cl)ccc3Cl)c2)CC(C)O1 (stereo unspecified)	-3%	3%	-7%	-1%	2%	-5	-16
CCOC(=O)CNC(=O)N1CCc2ccc(NC(=O)c3ccccc3OC)cc2C1	1%	-2%	8%	?	8%	-2	-6
Cc1ccc2oc(C(=O)N(Cc3ccc(N(C)C)cc3)C3CCS(=O)(=O)C3)c(C)c2c1 (stereo unspecified)	-12%	-11%	4.7µM*	?	-2%	16*	16
CCC(C)c1ccc(S(=O)(=O)N2CCN(C(=O)COc3ccc4c(C)cc(=O)oc4c3)CC2)cc1 (stereo unspecified)	-5%	?	?	/	12%	5	-16
